# Screening data deposited in PubChem BioAssay by Sanford-Burnham Center for Chemical Genomics.
# SENP7 inh: SENP7 protease inhibitors, primary screen, biochemical, luminescence, uHTS. Sentrin-specific protease 7 (Homo sapiens), Q9BQF6. recombinant SENP7, Z-RLRGG-aminoluciferin luminescence, 40 min. inhibition, % at 5 µM. 330,000 tested, 1.5% active. AID 434973, 2010;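 active means inhibition above about 50% at the single test dose, limit read from the data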;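 further: plate controls were DMSO with enzyme for no effect and no enzyme buffer wells for full effect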
# Target sequence (Q9BQF6 706-1050 limits assumed): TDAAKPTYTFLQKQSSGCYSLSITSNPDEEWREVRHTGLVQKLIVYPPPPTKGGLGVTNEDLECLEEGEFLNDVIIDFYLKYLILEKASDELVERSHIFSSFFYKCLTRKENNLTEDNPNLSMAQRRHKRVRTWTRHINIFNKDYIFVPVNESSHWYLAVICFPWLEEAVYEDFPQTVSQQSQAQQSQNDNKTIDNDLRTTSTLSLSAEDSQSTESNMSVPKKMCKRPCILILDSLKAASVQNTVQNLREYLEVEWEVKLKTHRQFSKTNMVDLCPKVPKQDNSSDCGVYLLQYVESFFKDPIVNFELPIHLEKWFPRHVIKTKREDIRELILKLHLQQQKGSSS
# UBC13 polyUb: UBC13 polyubiquitin chain formation inhibitors, primary screen, biochemical, TR-FRET, uHTS | Ubiquitin-conjugating enzyme E2 N (Homo sapiens), P61088 | inhibition, % at 20 µM | 330,000 tested, 0.47% active | AID 485273, 2010; in the data active means inhibition above about 45%, passing the limit was not always enough
# SENP6 block: SENP6 protease inhibitors, primary screen, biochemical, luminescence, uHTS; Sentrin-specific protease 6 (Homo sapiens), Q9GZR1; Recombinant SENP6 catalytic domain, aminoluciferin luminescence; inhibition, % at 10 µM; AID 2599, 2010; 330,000 tested, 1.8% active;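 active means inhibition above about 50% at the single tested dose, limit read from the data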;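 further: plate controls were DMSO wells with enzyme for no effect and DMSO wells lacking enzyme for full effect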
# Target sequence (Q9GZR1 628-1112 limits assumed): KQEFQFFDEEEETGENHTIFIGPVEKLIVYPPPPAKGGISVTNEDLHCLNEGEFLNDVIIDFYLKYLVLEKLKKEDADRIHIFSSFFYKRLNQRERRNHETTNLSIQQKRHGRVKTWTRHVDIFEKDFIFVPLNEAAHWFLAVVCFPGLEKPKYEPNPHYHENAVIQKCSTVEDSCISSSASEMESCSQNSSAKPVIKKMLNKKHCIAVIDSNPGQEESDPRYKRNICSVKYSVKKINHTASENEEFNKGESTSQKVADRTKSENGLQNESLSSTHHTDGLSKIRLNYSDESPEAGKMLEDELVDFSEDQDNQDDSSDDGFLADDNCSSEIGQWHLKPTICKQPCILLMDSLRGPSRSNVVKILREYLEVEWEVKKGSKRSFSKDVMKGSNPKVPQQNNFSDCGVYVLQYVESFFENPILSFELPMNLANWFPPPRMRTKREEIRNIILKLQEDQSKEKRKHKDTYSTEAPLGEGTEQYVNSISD
# SENP8 block-1: SENP8 protease inhibitors, primary screen, biochemical, luminescence; Sentrin-specific protease 8 (Homo sapiens), Q96LD8; purified SENP8, Z-RLRGG-aminoluciferin cleavage; inhibition, % at 10 µM; 330,000 tested, 1.2% active; AID 2540, 2010; in the data active means inhibition above about 50%
# Apaf1 inhib: inhibitors of human Apaf-1 apoptosome, primary screen, biochemical, DEVD-Rh110 fluorescence, uHTS; Apoptotic protease-activating factor 1 (Homo sapiens), O14727; reconstituted apoptosome caspase-3 activity; inhibition, % at 20 µM; 330,000 tested, 0.71% active; AID 489030, 2010; active means inhibition of at least 40% at 20 µM;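 further: plate controls were DMSO wells for no effect and DEVD-CHO caspase inhibitor wells for full effect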
#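 Material: reconstituted apoptosome with Apaf-1, cytochrome c, caspase-9, procaspase-3, dATP. Technique: Rh110 fluorescence intensity. Buffer or medium: pH 7.5 Hepes buffer with CHAPS, BSA, DTT. Times: 30 min plus 50 min, RT.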
# SENP8 block-2: human SENP8 protease inhibitors, primary screen, biochemical, fluorescence, Nedd8 protein substrate, uHTS; Sentrin-specific protease 8 (Homo sapiens), Q96LD8; recombinant SENP8; inhibition, % at 20 µM; 360,000 tested, 0.64% active; AID 602440, 2012; in the data active means inhibition mostly above about 40%, no sharp cut-off; inactive means mostly below about 27%
# APOBEC3G inh: APOBEC3G DNA deaminase inhibitors, primary screen, biochemical, fluorescence, single-stranded DNA substrate, uHTS. DNA dC->dU-editing enzyme APOBEC-3G (Homo sapiens), Q9HC16. recombinant A3G, ssDNA deamination FAM/TAMRA fluorescence. inhibition, % at 20 µM. 330,000 tested, 0.28% active;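 active means inhibition of at least 40% at 20 µM, with no more than 30% in the related APOBEC3A deaminase screen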;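 further: plate controls were DMSO wells with A3G for no effect and wells lacking A3G enzyme for full effect; some compounds called inactive have numbers as strong as hits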
# SENP1 FRET inh: human SENP1 catalytic domain inhibitors, primary screen, biochemical, FRET, uHTS; AID 624204, 2012; inhibition, % at 10 µM; recombinant SENP1 catalytic domain, CyPet-SUMO1-YPet FRET cleavage; 360,000 tested, 0.21% active;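 active means inhibition at least 30% at 10 µM, raw YFP signal under a set limit, fluorescence ratio 0.5 to 1.5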;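 further: 0% = enzyme with DMSO and 100% = no enzyme wells; some results filed as inactive read as strong as hits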
# Target sequence (Q9P0U3 419-644 limits assumed): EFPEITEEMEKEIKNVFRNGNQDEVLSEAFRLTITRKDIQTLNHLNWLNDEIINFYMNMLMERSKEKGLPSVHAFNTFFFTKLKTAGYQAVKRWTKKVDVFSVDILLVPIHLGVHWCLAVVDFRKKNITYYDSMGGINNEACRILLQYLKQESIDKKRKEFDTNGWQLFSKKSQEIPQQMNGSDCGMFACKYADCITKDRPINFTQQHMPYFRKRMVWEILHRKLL
#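 system = hSENP1 catalytic domain, recombinant | reagent = SFCypet-SUMO1-SFYpet substrate at 25 nM | doses = one dose per compound, 10 µM, 0.5% DMSO | incubation = enzyme reaction for 50 min at room temperature, dark | measured by = FRET, CFP and YFP emission | controls = no-enzyme low, enzyme-DMSO high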
# Starred values were filed as active, the others as inactive.
# The line under a structure holds: SENP8 block-1, SENP8 block-2, UBC13 polyUb, APOBEC3G inh, SENP1 FRET inh, SENP7 inh, SENP6 block, Apaf1 inhib
O=C(CSc1nc(C(F)(F)F)cc(=O)[nH]1)N1CCC(Cc2ccccc2)CC1
  3, 1, -6, -9, 1, -6, -2, 9
COc1cc(CN(C(=S)NCC(=O)NC2CC2)C2CCCC2)cc(OC)c1OC
  5, 4, 4, -8, 1, 4, 10, -3
O=C(NC(Cc1c[nH]c2ccccc12)C(=O)O)c1ccc(Br)cc1 (stereo not drawn)
  0, -21, -1, 0, -1, -2, -1, 0
CCC(C)n1c(S(=O)(=O)O)nc2ccccc21 (stereo not drawn)
  -6, 16, 3, 0, 0, 7, -6, -4
CCN(CC)C(=O)c1cccc(NC(=O)c2cc(C3CC3)nc3c2cnn3C(C)C)c1
  4, -97, -9, -3, -5, 0, 12, 10
CN1CCN(C(=O)/C(=C/c2ccc([N+](=O)[O-])cc2)NC(=O)c2ccccc2)CC1
  3, -4, -3, -14, 1, 5, 16, -5
CN(C1CCCC1)C1CCN(C(=O)CNC(=O)/C=C/c2ccc(F)cc2)CC1
  4, 1, 0, -5, -1, 2, 1, -2
COC(=O)[C@]1(C)N[C@H](c2ccc(-c3cccc(Cl)c3)cc2)[C@@H]2C(=O)N(C)C(=O)[C@@H]21
  9, 7, 15, -7, 0, 2, -11, 9
O=c1c2cc(NC(=S)NCCN3CCCCCC3)ccc2nc2n1CCCCC2
  -1, -10, -4, -5, -21, 6, 3, 12
COc1ccc(OC)c2sc(N3CCN(C(=O)c4ccc([N+](=O)[O-])s4)CC3)nc12
  -5, 14, -15, 6, -2, -2, 12, 21
Cc1ccc(S(=O)(=O)N(C)CC(=O)N2CCCC2)cc1
  3, 20, 4, -8, 3, 7, -6, -14
CCCCCCCOc1ccc(C2CC(=O)N(C)C2=O)cc1 (stereo not drawn)
  -13, 10, -5, 4, -1, 2, -8, 26
COc1ccc(C(=O)/C=C/c2ccc(O)cc2)cc1
  51*, -62, 3, -17, 1, 62*, 48, 3
CCOC(=O)c1nnc(-c2ccccc2)nc1Oc1ccccc1Cl
  -15, 25, -1, -6, -5, 6, -7, 3
CCOC(=O)c1c(S(=O)(=O)NCC(=O)N2CCN(c3ccccc3)CC2)c(C)n(C)c1C
  -2, 13, 6, -1, 1, -4, -4, 0
COc1ccc(OC)c(NC(=O)C2CCCN(S(=O)(=O)c3ccc(-n4cnnn4)cc3)C2)c1 (stereo not drawn)
  -1, 0, -2, -6, 2, 5, -37, 0
Cc1cc(C(=O)Nc2cc(S(C)(=O)=O)ccc2Cl)no1
  8, 8, 1, -12, 2, 3, -3, -3
CC1=NN(c2ccccc2)C(=O)/C1=C/c1cc(C)n(C2CC2)c1C
  -7, 26, -31, -8, 5, -8, -5, 24
CCN(C(=O)c1ccc(Br)cc1)c1ccccc1
  4, 2, -3, 1, 2, 14, 36, -8
COc1cc2c(cc1OC)C(C)N(CCc1ccc(Cl)cc1)CC2 (stereo not drawn)
  -1, -194, 8, 0, -5, -6, 4, 6

# With a hit mark in SENP7 inh, of those listed so far:
Molecule	UBC13 polyUb	APOBEC3G inh	SENP1 FRET inh	SENP7 inh	SENP6 block
COc1ccc(C(=O)/C=C/c2ccc(O)cc2)cc1	3	-17	1	62*	48

# Further entries
# The line under a structure holds: SENP8 block-1, SENP8 block-2, UBC13 polyUb, APOBEC3G inh, SENP1 FRET inh, SENP7 inh, SENP6 block, Apaf1 inhib
CS(=O)(=O)N(CC(=O)NCc1ccc(Cl)cc1)C1CCCCC1
  -6, 6, -10, -4, 2, -1, -17, 7
CCOc1ccccc1C(=O)Nc1cccc(-c2nnc(-c3ccccc3)o2)c1
  -7, 2, -18, -2, 1, -2, -5, 20
COc1ccc(C2C3=C(CCCC3=O)N(CC(=O)O)C3=C2C(=O)CCC3)cc1
  0, -308, 10, -12, -26, 2, 5, -18
COc1cccc(OC)c1C(=O)Nc1ccc(N2CCCCC2)cc1
  -1, 28, -4, 1, 2, 5, -25, 4
COc1ccc(N2CCN(C(=S)Nc3cc(C)ccc3C)CC2)cc1
  9, 11, 0, -1, 3, 81*, -11, -25
COc1ccc(C(=O)NNC(=O)c2ccncc2)cc1[N+](=O)[O-]
  7, 13, 3, -8, 2, -2, -4, -5
NNC(=O)c1ccc(COc2ccc3c(c2)CCC3)cc1
  -13, 1, 0, -6, 3, -3, -1, 6
Cc1c(Cc2ccccc2)c(=O)oc2c(C)c(OC(C)C(=O)NCC3CCC(C(=O)O)CC3)ccc12 (stereo not drawn)
  2, -232, -2, 14, 1, -8, 6, 6
Cn1ccnc1C(=O)c1cccc(Br)c1
  -2, 8, 4, -4, -1, 3, -8, -1
CCC(=O)N(Cc1ccco1)Cc1cc2cccc(C)c2n2nnnc12
  -5, 4, -7, -9, 0, -8, -13, -1
COCc1cc(/C=N\NC(=O)COc2ccc(Cl)cc2)ccc1OC
  -12, 9, -9, -7, 0, -8, -25, 17
CC1(C)COC(c2cccc(C3=NC(C)(C)CO3)n2)=N1
  7, 11, -4, -6, -1, 7, 14, -10
CCC1(c2ccc(F)cc2)NC(=O)N(CC(=O)N2c3ccccc3NC(=O)C2(C)C)C1=O (stereo not drawn)
  -2, 6, -1, -1, 0, -2, -3, 11
COC(=O)CNC(=O)c1cc(OC)cc(OC)c1
  -1, 2, 0, -4, 1, -3, -2, -7
O=[N+]([O-])c1ccc(-c2cn3c(n2)CCC3)cc1
  -2, -4, -5, 2, 3, -1, -11, -4
O=C(COc1ccc(N2CC(C(=O)O)CC2=O)cc1)Nc1cccc(C(F)(F)F)c1 (stereo not drawn)
  -1, 7, -8, -4, 0, -5, 12, 9
CCCn1c(SCC(=O)NC(=O)Nc2ccc(C)cc2C)n[nH]c1=O
  7, 8, 7, -5, -1, -2, -6, 4
CCOc1ccc(C(=O)Nc2cccc(-c3nc4cccnc4o3)c2)cc1Cl
  -4, -8, -8, -10, 2, -8, -6, 14
CCC(C)c1ccc(NC(=S)Nc2ccc(OC)cc2)cc1 (stereo not drawn)
  -4, 8, 6, -4, 1, 8, -1, 20
COCCCNC(=O)CCCn1c(=O)[nH]c2ccccc2c1=O
  -10, -1, -26, -4, 0, -6, -6, 5
CNC(=O)C(NC(=O)CNC(=O)c1ccc(Cl)cc1)C(C)(C)C (stereo not drawn)
  -11, 6, -2, -6, -2, -3, 0, 5
Cc1nnc(N2C(=O)c3oc4ccccc4c(=O)c3C2c2ccco2)s1 (stereo not drawn)
  3, -1, -3, 10, -9, 12, 7, 9
Cc1ccc(Cn2c(S(=O)(=O)O)nc3ccccc32)cc1
  3, 23, -1, 0, 1, 2, -23, 2
COc1cccc(Nc2ccc(Nc3cccc(OC)c3)nn2)c1
  14, -38, 9, 3, -2, 18, 7, 3
Cc1c(C(=O)OC/C(O)=C(\C#N)c2nc3ccccc3[nH]2)oc2ccccc12
  -1, -13, -4, 1, -73, 0, -6, 1
O=C(NCCc1ccccc1)C1CCCN(c2cnccn2)C1 (stereo not drawn)
  -6, -366, 0, -1, 0, -16, -4, -3
CCN(CC)S(=O)(=O)c1ccc2oc(C(=O)NCC3COc4ccccc4O3)c(C)c2c1 (stereo not drawn)
  2, 11, 0, -2, 1, 3, -1, 28
CCCCC1CCC(C(=O)NC2CCS(=O)(=O)C2)CC1 (stereo not drawn)
  0, 22, -2, -7, 1, 2, -16, 3
COc1ccc(NC(=O)c2c(C(F)(F)F)nn(C)c2Cl)cc1
  -1, 2, -1, -5, -1, -1, -3, 6
O=C(CCN1CCOCC1)Nc1cccc(Br)c1
  -7, 27, 2, -1, 0, 1, -16, 2
CCOc1cc2[nH]c(=S)n(CCCCC(=O)NCc3ccco3)c(=O)c2cc1OCC
  -3, -3, 0, -4, 0, -1, -7, -19
COc1cccc(OC)c1C(=O)N1CCN(Cc2cccnc2)CC1
  -7, 17, 0, -4, 2, -3, -2, -16
Cc1c(C(=O)NC2CCCCC2C)oc2ccccc12 (stereo not drawn)
  -2, 9, -5, -8, 2, -1, -15, 13
CN1CCc2c(sc(NC(=O)C3CCCN3S(=O)(=O)c3ccc(Cl)s3)c2C(N)=O)C1 (stereo not drawn)
  10, -173, 5, -10, -19, -3, 5, 4
CCC(C)(C)NC(=O)C(c1ccncc1)N(Cc1cccs1)C(=O)Cn1nnc2ccccc21 (stereo not drawn)
  -10, 21, -9, -2, -1, -4, -26, 8
Cc1ccc(S(=O)(=O)N2CCN(Cc3ccccc3)CC2)cc1
  6, 17, 3, -7, 2, 2, -8, -2
CN(C)c1ccc(CNc2ccccn2)cc1
  -10, 12, 6, -12, 1, 0, -28, -16
Cc1nn(-c2ccccc2)c(Cl)c1/C=N/Nc1ccc(Cl)c(C(=O)O)c1
  97*, -16, -10, -5, 1, 92*, 100*, -12
Cc1ccc(NC(=O)Cc2c(O)c3ccccc3[nH]c2=O)c(C)c1
  -5, 1, -4, -4, 0, -12, 3, 4

# Another view of 15 compounds above.
structure | SENP8 block-1 | SENP8 block-2 | UBC13 polyUb | APOBEC3G inh | SENP1 FRET inh | SENP7 inh | SENP6 block | Apaf1 inhib
COc1cccc(Nc2ccc(Nc3cccc(OC)c3)nn2)c1 | 14 | -38 | 9 | 3 | -2 | 18 | 7 | 3
Cc1c(C(=O)OC/C(O)=C(\C#N)c2nc3ccccc3[nH]2)oc2ccccc12 | -1 | -13 | -4 | 1 | -73 | 0 | -6 | 1
O=C(NCCc1ccccc1)C1CCCN(c2cnccn2)C1 (stereo not drawn) | -6 | -366 | 0 | -1 | 0 | -16 | -4 | -3
CCN(CC)S(=O)(=O)c1ccc2oc(C(=O)NCC3COc4ccccc4O3)c(C)c2c1 (stereo not drawn) | 2 | 11 | 0 | -2 | 1 | 3 | -1 | 28
CCCCC1CCC(C(=O)NC2CCS(=O)(=O)C2)CC1 (stereo not drawn) | 0 | 22 | -2 | -7 | 1 | 2 | -16 | 3
COc1ccc(NC(=O)c2c(C(F)(F)F)nn(C)c2Cl)cc1 | -1 | 2 | -1 | -5 | -1 | -1 | -3 | 6
O=C(CCN1CCOCC1)Nc1cccc(Br)c1 | -7 | 27 | 2 | -1 | 0 | 1 | -16 | 2
CCOc1cc2[nH]c(=S)n(CCCCC(=O)NCc3ccco3)c(=O)c2cc1OCC | -3 | -3 | 0 | -4 | 0 | -1 | -7 | -19
COc1cccc(OC)c1C(=O)N1CCN(Cc2cccnc2)CC1 | -7 | 17 | 0 | -4 | 2 | -3 | -2 | -16
Cc1c(C(=O)NC2CCCCC2C)oc2ccccc12 (stereo not drawn) | -2 | 9 | -5 | -8 | 2 | -1 | -15 | 13
CN1CCc2c(sc(NC(=O)C3CCCN3S(=O)(=O)c3ccc(Cl)s3)c2C(N)=O)C1 (stereo not drawn) | 10 | -173 | 5 | -10 | -19 | -3 | 5 | 4
CCC(C)(C)NC(=O)C(c1ccncc1)N(Cc1cccs1)C(=O)Cn1nnc2ccccc21 (stereo not drawn) | -10 | 21 | -9 | -2 | -1 | -4 | -26 | 8
Cc1ccc(S(=O)(=O)N2CCN(Cc3ccccc3)CC2)cc1 | 6 | 17 | 3 | -7 | 2 | 2 | -8 | -2
CN(C)c1ccc(CNc2ccccn2)cc1 | -10 | 12 | 6 | -12 | 1 | 0 | -28 | -16
Cc1nn(-c2ccccc2)c(Cl)c1/C=N/Nc1ccc(Cl)c(C(=O)O)c1 | 97* | -16 | -10 | -5 | 1 | 92* | 100* | -12
